V-ATPase pH: alters yeast V-ATPase proton transport; 350,000 tested, 0.37% active; S. cerevisiae, pHLuorin cytosolic pH fluorescence; response, % at 10 µM; AID 504577; in the data active means response mostly above about 7.3%, no sharp cut-off; inactive means mostly below about 5.4%; further: actives read high; inactives centre near 0; some compounds called inactive have numbers as strong as hits; reference of the scale not given here
HTR5A inv ctr: HTR5A inverse agonism, opioid heterodimer counter-screen. HTR5A cell line, luminescence. inhibition, % at 9.3 µM. 340,000 tested, 0.083% active; in the data active means inhibition mostly above about 23%, no sharp cut-off; inactive means mostly below about 18%;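 further: 0% = cells with DMSO and 100% = no-cell wells with DMSO; some compounds called inactive have numbers as strong as hits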
SR-BI DiI inh: inhibitors of mouse SR-BI mediated HDL lipid uptake | Q61009 | ldlA[mSR-BI] CHO cells, DiI-HDL uptake fluorescence, 3 h | inhibition, % at 12.5 µM | 320,000 tested, 0.96% active | AID 488896;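 active means mean replicate inhibition of at least 70% and a set share of replicates each scoring 70 or more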;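 further: 0% = median of neutral control wells and 100% = median of positive control wells; values of inactives mirror those of a sister screen read the other way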
dFosB activator: activators of mouse delta FosB homodimer; P13346; purified delta FosB, TAMRA-CDK5 oligo fluorescence polarization; percent of positive-control signal above neutral wells; activation, % at 25 µM; 340,000 tested, 0.99% active;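 active means mean activation above about 17%, with every replicate also reaching it, limit read from the data, passing the limit was not always enough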;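 further: fluorescence polarization rise as delta FosB binds a TAMRA Cdk5 AP-1 oligo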
NSD2 HMT inh: inhibitors of human histone methyltransferase NSD2. O96028. NSD2 peptide methylation, AlphaScreen, 120 min. inhibition, % at 12.5 µM. 310,000 tested, 0.54% active; in the data active means inhibition above about 50%
Target sequence (O96028 whole entry, looked up): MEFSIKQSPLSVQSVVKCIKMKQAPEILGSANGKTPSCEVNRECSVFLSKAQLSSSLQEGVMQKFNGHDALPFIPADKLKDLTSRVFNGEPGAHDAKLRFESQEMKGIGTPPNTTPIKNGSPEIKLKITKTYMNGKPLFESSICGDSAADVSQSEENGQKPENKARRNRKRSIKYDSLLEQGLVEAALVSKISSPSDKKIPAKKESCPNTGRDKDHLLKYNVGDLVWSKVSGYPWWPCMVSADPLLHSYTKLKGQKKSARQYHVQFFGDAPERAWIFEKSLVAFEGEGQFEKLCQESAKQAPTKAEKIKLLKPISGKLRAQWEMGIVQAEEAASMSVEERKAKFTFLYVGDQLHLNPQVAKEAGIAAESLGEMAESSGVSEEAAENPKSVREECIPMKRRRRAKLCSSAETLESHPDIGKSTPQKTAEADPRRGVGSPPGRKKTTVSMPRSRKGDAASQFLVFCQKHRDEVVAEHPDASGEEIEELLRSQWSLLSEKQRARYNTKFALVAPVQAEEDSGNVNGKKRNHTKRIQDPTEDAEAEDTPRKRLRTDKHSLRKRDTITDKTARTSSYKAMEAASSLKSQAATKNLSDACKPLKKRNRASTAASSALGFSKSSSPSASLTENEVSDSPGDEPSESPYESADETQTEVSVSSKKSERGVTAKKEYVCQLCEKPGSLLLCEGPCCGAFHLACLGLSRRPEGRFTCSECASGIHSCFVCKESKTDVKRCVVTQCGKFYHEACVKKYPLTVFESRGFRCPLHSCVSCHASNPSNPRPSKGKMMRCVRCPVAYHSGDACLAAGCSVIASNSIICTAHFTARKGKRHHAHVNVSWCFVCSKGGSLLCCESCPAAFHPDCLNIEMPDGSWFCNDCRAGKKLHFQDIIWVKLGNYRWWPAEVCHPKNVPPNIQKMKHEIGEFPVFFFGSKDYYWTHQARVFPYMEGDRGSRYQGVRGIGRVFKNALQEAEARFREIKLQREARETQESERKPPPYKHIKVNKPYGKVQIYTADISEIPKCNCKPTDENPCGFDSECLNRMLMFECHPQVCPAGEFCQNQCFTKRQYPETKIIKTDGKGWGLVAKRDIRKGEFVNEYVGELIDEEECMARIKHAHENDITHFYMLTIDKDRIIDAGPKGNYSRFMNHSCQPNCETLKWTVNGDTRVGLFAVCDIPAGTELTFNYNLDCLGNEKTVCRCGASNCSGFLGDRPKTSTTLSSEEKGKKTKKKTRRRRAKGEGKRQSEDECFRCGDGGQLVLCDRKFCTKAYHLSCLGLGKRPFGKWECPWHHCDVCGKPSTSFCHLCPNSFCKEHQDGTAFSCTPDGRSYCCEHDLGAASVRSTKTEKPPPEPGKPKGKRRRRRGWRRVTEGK
CDK5 inh: inhibitors of human CDK5/p35 kinase; Q00535+Q15078; Recombinant CDK5/p35, ADP-Glo luminescence, 60 min; inhibition, % at 10 µM; 330,000 tested, 0.01% active; AID 488839;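 active means highest replicate inhibition of at least 50% and at least 75% of replicates reaching 50%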;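 further: plate controls were DMSO neutral control for no effect and GW8510 at 10 µM for full effect; many of its hits are not listed in these tables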
Wnt bcat act: Wnt/beta-catenin pathway activation. activation, % at 9.35 µM. 300,000 tested, 1.2% active. Wnt/beta-catenin reporter cell assay, activator, plate reader. AID 743398; in the data active means activation above about 30%, passing the limit was not always enough;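 further: 0% = neutral control wells and 100% = positive control wells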
PvdQ acylase: blocks Pseudomonas aeruginosa PvdQ acylase activity. 340,000 tested, 0.063% active. AID 488965. purified PvdQ acylase, fluorescence plate reader. inhibition, % at 10 µM; in the data active means inhibition above about 30%, passing the limit was not always enough;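 further: 0% = vehicle neutral wells and 100% = reference inhibitor wells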
MITF TRPM1 HTS: increases MITF-driven TRPM1 promoter luciferase signal | SK-MEL-5 TRPM1-promoter luciferase, 24 h; % of positive control, neutral wells = 0 | activation, % at 12.5 µM | 300,000 tested, 0.75% active;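 active means mean activation of at least 80% with every replicate also reaching 80%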;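 further: 0% = neutral control wells and 100% = parthenolide positive control wells; values of inactives mirror those of a sister screen read the other way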
HTR5A ag: activates human HTR5A in OPRM1-OPRD1 agonist counter-screen; P47898; HTR5A agonist assay, luminescence, cell-based; activation, % at 9.3 µM; 340,000 tested, 0.61% active; in the data active means activation mostly above about 9.5%, no sharp cut-off; inactive means mostly below about 7.6%;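 further: 0% = cells with vehicle only and 100% = reference agonist; strong numbers were not always called active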
* = called active by the depositor; x = not tested or not shown.

(1) NC(=O)c1ccsc1NC(=O)COC(=O)c1cc(Cl)ccc1O
(2) N#CCSc1nc2ccccc2c(=O)n1C1CCCCC1
(3) COc1cc(/C=N\NC(=O)CC#N)ccc1OC/C=C/c1ccccc1
(4) COc1cc(/C=N/NC(N)=S)ccc1OCC(=O)N1CCOCC1
(5) CCN(C(=O)c1cccnc1)c1ccccc1
(6) COc1ccc(OC)c(CNn2c(-c3cccc(C)c3)nc3ccccc3c2=O)c1
(7) Cc1ccccc1S(=O)Cc1ccc(C(=O)N2CCN(C(=O)c3ccco3)CC2)o1 (centres undefined)
(8) Cc1cccc(N2CCN(C(c3ccncc3)c3nnnn3C(C)(C)C)CC2)c1C (centres undefined)
(9) COc1ccc(CNC(=O)C(C)NS(=O)(=O)c2ccc(C)cc2)cc1 (centres undefined)
(10) COc1ccc(CCNC(=O)COc2ccc(C)nc2[N+](=O)[O-])cc1
Compound | 1 | 2 | 3 | 4 | 5 | 6 | 7 | 8 | 9 | 10
V-ATPase pH | 4 | -5 | 3 | 0 | -3 | -1 | 4 | 0 | -2 | -2
HTR5A inv ctr | -7 | 1 | 13 | 3 | -5 | -6 | -8 | -3 | -5 | -30
SR-BI DiI inh | -9 | 14 | 23 | -31 | -15 | 24 | -2 | 57 | -28 | 1
dFosB activator | -20 | -3 | -7 | -3 | -1 | -9 | -4 | -9 | 1 | 3
NSD2 HMT inh | -5 | -3 | 2 | -3 | 4 | -1 | 0 | -2 | -2 | 12
CDK5 inh | 2.0 | 0.5 | 0.5 | 0.2 | 1.5 | -0.3 | -0.7 | -0.7 | -3.3 | -0.2
Wnt bcat act | 4 | 0 | -1 | -2 | -1 | x | -2 | -2 | 0 | -1
PvdQ acylase | -9 | -12 | -5 | -2 | 2 | 3 | -8 | -6 | 1 | -5
MITF TRPM1 HTS | -7 | 2 | -10 | 4 | -8 | 0 | -6 | -3 | 3 | 7
HTR5A ag | 2 | 7 | -2 | 2 | 0 | 0 | 2 | 1 | -1 | 6

Limited to HTR5A ag, SR-BI DiI inh and PvdQ acylase, for six of the compounds above:
# | compound | HTR5A ag | SR-BI DiI inh | PvdQ acylase
3 | COc1cc(/C=N\NC(=O)CC#N)ccc1OC/C=C/c1ccccc1 | -2 | 23 | -5
4 | COc1cc(/C=N/NC(N)=S)ccc1OCC(=O)N1CCOCC1 | 2 | -31 | -2
5 | CCN(C(=O)c1cccnc1)c1ccccc1 | 0 | -15 | 2
6 | COc1ccc(OC)c(CNn2c(-c3cccc(C)c3)nc3ccccc3c2=O)c1 | 0 | 24 | 3
7 | Cc1ccccc1S(=O)Cc1ccc(C(=O)N2CCN(C(=O)c3ccco3)CC2)o1 (centres undefined) | 2 | -2 | -8
8 | Cc1cccc(N2CCN(C(c3ccncc3)c3nnnn3C(C)(C)C)CC2)c1C (centres undefined) | 1 | 57 | -6

Additional records.
(11) N[C@@H](CO)c1nnc([C@H](CC(=O)O)NC(=O)C2CCNCC2)o1
(12) COc1ccc(CNC(=O)c2ccc(SC)cc2OC)cc1
(13) O=C(CCC1CCCN(Cc2ccc3c(c2)OCCO3)C1)NCc1ccccc1F (centres undefined)
(14) Cc1cccc(NC(=S)Nc2ccc(N3CCOCC3)cc2)c1C
(15) COc1cc(OC)cc(C(=O)Nc2ccccc2-c2nnn(CC(=O)Nc3cc(C)on3)n2)c1
(16) Cc1sc2nc3c(C(=O)N4CCCC4)cc(C(=O)c4ccccc4O)cn3c(=O)c2c1C
(17) COc1ccc(OC)c(/C=C/C(=O)N2CCCc3ccccc32)c1
(18) COC(=O)c1ccccc1NC(=O)c1cc(-c2cccs2)on1
(19) Cc1onc(-c2ccccc2)c1C(=O)Nc1ccncc1
(20) CCOC(=O)C1CCN(C(=O)c2ccc(N3CCCC3=O)cc2)CC1
Compound | 11 | 12 | 13 | 14 | 15 | 16 | 17 | 18 | 19 | 20
V-ATPase pH | 1 | -1 | -2 | 1 | 5 | 3 | 1 | -1 | 5 | 1
HTR5A inv ctr | -20 | 9 | 25 | 8 | 3 | 1 | 4 | -6 | -6 | 19
SR-BI DiI inh | -16 | 20 | x | -5 | x | 29 | 37 | -12 | -3 | 5
dFosB activator | -5 | -2 | -4 | 2 | 95* | -8 | -8 | -4 | -6 | 2
NSD2 HMT inh | x | -1 | -1 | 5 | 3 | x | 4 | -1 | -2 | -2
CDK5 inh | 0.3 | 0.4 | 0.1 | -0.2 | -2.8 | 0.6 | 1.1 | 3.2 | -0.5 | -0.2
Wnt bcat act | -4 | x | 2 | x | -9 | -2 | 4 | 12 | -1 | -2
PvdQ acylase | -7 | -1 | -6 | -3 | -14 | -1 | -10 | -5 | 12 | -6
MITF TRPM1 HTS | 4 | 0 | 8 | -5 | 3 | -9 | 41 | -25 | x | 14
HTR5A ag | 1 | -3 | 2 | 4 | -1 | 0 | -2 | -4 | 2 | 3

Another view of 2 compounds above:
No.	canonical_smiles	V-ATPase pH	HTR5A inv ctr	SR-BI DiI inh	dFosB activator	NSD2 HMT inh	CDK5 inh	Wnt bcat act	PvdQ acylase	MITF TRPM1 HTS	HTR5A ag
17	COc1ccc(OC)c(/C=C/C(=O)N2CCCc3ccccc32)c1	1	4	37	-8	4	1.1	4	-10	41	-2
16	Cc1sc2nc3c(C(=O)N4CCCC4)cc(C(=O)c4ccccc4O)cn3c(=O)c2c1C	3	1	29	-8	x	0.6	-2	-1	-9	0

Next section
(21) N#CC(C#N)=C(Nc1ccc(F)cc1)SCc1cccc(F)c1
(22) CCN(CC)c1ccc(C=NCCNS(=O)(=O)c2ccc(C)cc2)cc1
(23) Cc1cc(CNC(=O)CC2C(=O)NCCN2CC(C)(C)C)nn1C (centres undefined)
(24) O=C(c1ccc(Cl)cc1)C1CCCN(C(=O)c2csnn2)C1 (centres undefined)
(25) COc1cc([N+](=O)[O-])cc(/C=N\NC(=O)C2COc3ccccc3O2)c1O (centres undefined)
(26) O=C(CCNC(=O)c1ccc(Br)cc1)OCc1ccccc1Cl
(27) N#Cc1ccc(CN2CCN(C(=O)CN3C(=O)NC4(CCCC4)C3=O)CC2)cc1
(28) O=C(NC(=S)Nc1ccc(N2CCOCC2)cc1)c1ccc2c(c1)OCCO2
(29) CCN1C(=O)C(O)(CC(=O)C(C)(C)C)c2cc(Br)ccc21 (centres undefined)
(30) CC1CCCC(NC(=O)C2CCN(S(=O)(=O)N3CCCCCC3)CC2)C1C (centres undefined)
Compound | 21 | 22 | 23 | 24 | 25 | 26 | 27 | 28 | 29 | 30
V-ATPase pH | -1 | 4 | -4 | 1 | -2 | 4 | 2 | -1 | -2 | 0
HTR5A inv ctr | 13 | 5 | -5 | -9 | 12 | 3 | -5 | 3 | -2 | -8
SR-BI DiI inh | 2 | x | -8 | -13 | x | -26 | -30 | 23 | -26 | 16
dFosB activator | -4 | 3 | -2 | -6 | 3 | -5 | -4 | -8 | -7 | -6
NSD2 HMT inh | x | -2 | 0 | -1 | -1 | 2 | 0 | 3 | 0 | -2
CDK5 inh | -1.7 | -0.5 | -1.8 | 0.2 | -0.6 | 4.4 | 1.9 | 0.6 | 0.4 | 2.2
Wnt bcat act | x | -1 | 6 | -1 | -5 | -2 | -4 | -11 | 0 | -2
PvdQ acylase | 14 | -7 | -6 | -15 | 0 | -2 | 10 | -13 | -14 | -13
MITF TRPM1 HTS | -53 | x | 7 | 7 | -19 | -7 | -14 | -5 | -6 | 5
HTR5A ag | -4 | -2 | -3 | -1 | -3 | -1 | 2 | -1 | 1 | 3

(31) Cc1ccn2c(=O)nc(SCC(=O)N3CCN(c4ccccc4)CC3)nc2c1
(32) COc1ccc(NC(=O)CN(C)CC(=O)Nc2ccc(N3CCOCC3)cc2)c([N+](=O)[O-])c1
(33) COc1cc(C(=O)Nc2cccc3cccnc23)cc(OC)c1OC
(34) O=[N+]([O-])c1ccc(/C=N\NS(=O)(=O)c2ccc(F)cc2)o1
(35) Cc1ccc(Cn2c(C(C)Nc3nc(-c4ccc(C)cc4)cs3)nc3cc(Cl)c(Cl)cc32)cc1 (centres undefined)
(36) COc1ccc(C2CC(c3cccs3)=NN2c2ccc(F)cc2)cc1OC (centres undefined)
(37) C/C=C/C(=O)OCC(=O)Nc1ccccc1Br
(38) CCc1nnc(NC(=O)CN2CCN(CC)CC2)s1
(39) COc1ccc(-c2cn3cc([N+](=O)[O-])ccc3n2)cc1OC
(40) CCOc1ccc2[nH]c(=O)c(CN(CCc3ccccc3)C(=O)c3cnccn3)cc2c1
Compound | 31 | 32 | 33 | 34 | 35 | 36 | 37 | 38 | 39 | 40
V-ATPase pH | 2 | 6 | 1 | 0 | 2 | -2 | 2 | -4 | -1 | 4
HTR5A inv ctr | -1 | -32 | 17 | -17 | -12 | 6 | 4 | 11 | 15 | 7
SR-BI DiI inh | -22 | 46 | 44 | -27 | -6 | 10 | 15 | 20 | -10 | -28
dFosB activator | -2 | -10 | -27 | -2 | 6 | -3 | 1 | -3 | -12 | -4
NSD2 HMT inh | 2 | -3 | 1 | 2 | x | -7 | x | 3 | 1 | x
CDK5 inh | 0.0 | -0.3 | -1.0 | 1.2 | 0.0 | 0.4 | 1.1 | -0.6 | -0.2 | -0.1
Wnt bcat act | 4 | -2 | -6 | 0 | -7 | -2 | -2 | -1 | 16 | x
PvdQ acylase | -3 | 11 | -2 | 3 | -2 | -6 | 2 | -3 | -12 | -8
MITF TRPM1 HTS | -1 | -4 | -16 | -10 | 8 | -11 | 1 | x | 27 | -6
HTR5A ag | 0 | 3 | -8 | -1 | -1 | -2 | -2 | -1 | 0 | -3

(41) CCOC(=O)C1CCCN(C(=O)c2cccc(S(=O)(=O)N(C)c3ccc(C)cc3)c2)C1 (centres undefined)
(42) Fc1ccc(-c2nnc3ccccn23)cc1
(43) Cc1ccc(C)c(N(C(=O)c2csnn2)C(C(=O)NC2CCCC2)c2ccncc2)c1 (centres undefined)
(44) Cc1ccc(S(=O)(=O)CCC(=O)N(C)c2c(N)n(Cc3ccccc3)c(=O)[nH]c2=O)cc1
(45) CCOC(=O)C1=C(C(=O)OCC)c2ccc(OC)c(OC)c2C1
(46) CC(=O)Nc1ccccc1-c1nc2cc(C#N)c(C#N)cc2[nH]c1=O
(47) COc1ccc(NC(=S)NC2CCS(=O)(=O)C2)cc1 (centres undefined)
(48) COc1cc([N+](=O)[O-])ccc1NC(=O)NN1CCN(C)CC1
(49) COc1cc(-c2nc(CN3CCCN(C(=O)c4ccco4)CC3)c(C)o2)ccc1F
(50) O=C(COC(=O)c1cccnc1Cl)c1ccccc1
(51) Cn1c(=O)[nH]c(=O)c2c1nc(NCCCn1ccnc1)n2Cc1ccc(F)cc1
Compound | 41 | 42 | 43 | 44 | 45 | 46 | 47 | 48 | 49 | 50 | 51
V-ATPase pH | 0 | 0 | -4 | -3 | -4 | 0 | -4 | -1 | -2 | 2 | 3
HTR5A inv ctr | 7 | 6 | -7 | 9 | -22 | 24 | 0 | 0 | -2 | 11 | -15
SR-BI DiI inh | -3 | -22 | -13 | -31 | 13 | 3 | -23 | 6 | 38 | -2 | -18
dFosB activator | -7 | -1 | -6 | -4 | -10 | -3 | -10 | -4 | -8 | -1 | -3
NSD2 HMT inh | 1 | -4 | -4 | 0 | 2 | 0 | -2 | -2 | 1 | 3 | 2
CDK5 inh | -0.4 | -0.5 | 0.9 | 0.4 | -1.5 | 0.0 | 0.0 | -1.9 | 0.3 | -0.2 | 0.1
Wnt bcat act | 2 | -2 | -2 | -3 | -2 | 12 | x | 2 | -2 | 1 | -7
PvdQ acylase | -6 | -6 | -8 | 6 | 6 | -8 | -10 | 10 | 1 | -10 | -13
MITF TRPM1 HTS | -14 | -3 | -3 | -1 | 0 | 18 | -4 | 1 | -18 | 52 | x
HTR5A ag | -3 | -2 | -5 | -3 | 6 | -7 | 2 | 0 | 1 | 3 | 1
